# HTRA1 inhibitor = inhibitors of human serine peptidase HTRA1; hit rate 0.5% among 340,000; inhibition, % at 5.96 µM; recombinant HTRA1, FP-rhodamine activity-based probe, fluorescence polarization; Q92743; in the data active = inhibition above about 36%;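 also: 0% = enzyme with DMSO and 100% = wells lacking enzyme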
# GC-A act = GC-A (human) enzyme activation; P16066; activation, % at 10 µM; hit rate 0.14% among 370,000; HEK293 GC-A cells, cGMP TR-FRET, EC30 ANP; 0% at EC30 ANP, 100% saturating ANP; in the data active = activation above about 40%
# rCAG binder = r(CAG) repeat RNA binding. hit rate 1.3% among 370,000. inhibition, % at 3 µM. TO-PRO-1 dye displacement fluorescence;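 active = inhibition above the plate cutoff, the mean of all test compounds on that plate plus 3 SD, cut at about 35% in these data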;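 also: 0% = DMSO alone and 100% = 100 µM mitoxantrone as full dye displacement; higher means more dye released from RNA so lower well fluorescence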
# ABHD4 inh = ABHD4 (mouse) inhibition, primary FP screen; inhibition, % at 8.92 µM; AID 720543; purified mABHD4, FP-Rh probe fluorescence polarization; hit rate 0.54% among 370,000; Q8VD66;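 active = inhibition exceeding the mean over every tested compound plus 3 SD, cut at about 30% in these data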;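 also: 0% = plate median of compound wells and 100% = S159A mutant with DMSO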
# Target sequence (Q8VD66 whole entry, looked up): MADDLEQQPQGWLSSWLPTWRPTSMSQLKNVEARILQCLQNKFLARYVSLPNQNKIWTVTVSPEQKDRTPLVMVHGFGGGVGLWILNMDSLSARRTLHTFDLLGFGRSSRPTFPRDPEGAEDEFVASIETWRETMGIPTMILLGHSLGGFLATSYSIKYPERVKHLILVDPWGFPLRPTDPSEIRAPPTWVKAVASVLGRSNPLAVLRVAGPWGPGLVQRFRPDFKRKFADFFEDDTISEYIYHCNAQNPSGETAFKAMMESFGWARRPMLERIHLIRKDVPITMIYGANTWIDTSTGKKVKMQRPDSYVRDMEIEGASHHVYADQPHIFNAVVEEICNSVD
#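 Test system: mABHD4 protein | Buffer or medium: HEPES pH 7.0 buffer, 150 mM NaCl, 0.01% Pluronic F-127 | Probe or stimulus: FP-Rh fluorescent activity-based probe, added after compound pre-incubation | Timing: Pre-incubation 45 min, probe exposure 60 min, at 25 °C | Technique: Fluorescence polarization, excitation 525 nm, emission 598 nm, BODIPY TMR filters | Repeats: Single well per compound (singlicate)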
# TCR-CD3 inh = inhibitors of human TCR-CD3 interaction; TAMRA-labeled TCR probe fluorescence, biochemical; inhibition, % at 9.4 µM; hit rate 0.37% among 360,000; in the data active = inhibition above about 19%;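 also: recombinant mutant TCR 2C K166C tagged with TAMRA read by polarization; 0% = receptor in buffer alone and 100% = receptor with positive control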
# MBD2 inh = MBD2-methylated oligo binding inhibition; Q9UBB5; TR-FRET, MBD2 binding to methylated oligonucleotide; inhibition, % at 4.4 µM; hit rate 0.31% among 370,000; AID 686964; in the data active = inhibition above about 13%
# UHRF1 binding = human UHRF1 methylated DNA binding inhibitors; hit rate 0.75% among 370,000; AID 687016; inhibition, % at 4.4 µM; Q96T88; UHRF1 binding to methylated oligo, TR-FRET; in the data active = inhibition above about 21%;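 also: UHRF1 SRA domain binding a hemimethylated CpG hairpin DNA probe; 0% = median of test compound wells and 100% = reference inhibitor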
# NPR2 activator = GC-B (human) receptor activation; P20594; HEK293-GC-B cells, CNP EC30, cGMP TR-FRET; 0% at EC30 CNP, 100% saturating CNP; activation, % at 10 µM; hit rate 0.11% among 370,000; AID 1920062;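 active = activation at 10 µM reaching about 35% in either raw or pattern-adjusted values, limit read from the data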
# SIAE primary = blocks human sialic acid acetylesterase | hit rate 0.69% among 370,000 | SIAE FP-Rh probe binding, fluorescence polarization | Q9HAT2 | inhibition, % at 9.66 µM;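 active = inhibition above a cutoff: mean of compounds within the control limits plus 3 SD of those, cut at about 17% in these data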;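 also: 0% = plate median of compound wells and 100% = probe without SIAE protein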
# Target sequence (Q9HAT2 whole entry, looked up): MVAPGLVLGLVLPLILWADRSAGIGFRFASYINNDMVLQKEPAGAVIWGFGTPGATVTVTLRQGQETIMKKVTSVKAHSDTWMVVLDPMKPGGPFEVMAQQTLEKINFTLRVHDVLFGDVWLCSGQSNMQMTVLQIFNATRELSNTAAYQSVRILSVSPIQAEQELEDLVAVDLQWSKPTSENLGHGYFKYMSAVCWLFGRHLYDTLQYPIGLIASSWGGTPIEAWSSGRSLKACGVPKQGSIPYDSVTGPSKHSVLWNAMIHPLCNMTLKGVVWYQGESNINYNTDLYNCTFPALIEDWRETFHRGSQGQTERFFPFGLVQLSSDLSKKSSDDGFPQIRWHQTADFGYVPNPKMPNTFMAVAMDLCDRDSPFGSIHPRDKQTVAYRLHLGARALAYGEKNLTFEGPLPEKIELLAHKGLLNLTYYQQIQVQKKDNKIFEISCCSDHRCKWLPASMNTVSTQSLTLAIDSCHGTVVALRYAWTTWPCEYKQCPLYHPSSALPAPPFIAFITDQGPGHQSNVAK
# PRMT1 FP inh = inhibitors of human PRMT1 | Q99873 | recombinant PRMT1, activity-based probe fluorescence polarization | inhibition, % at 2.79 µM | hit rate 1.3% among 370,000 | AID 652257;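 active = inhibition above about 21% made by adding two undisclosed values, limit read from the data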
# An asterisk follows results filed as active; · = no result given. Not all compounds are listed. The share of hits here may be higher or lower than overall.
SMILES,HTRA1 inhibitor,GC-A act,rCAG binder,ABHD4 inh,TCR-CD3 inh,MBD2 inh,UHRF1 binding,NPR2 activator,SIAE primary,PRMT1 FP inh
O=C1NC(Cc2ccccc2)c2nc3ccc(F)cc3c(=O)n2-c2ccccc21 (stereo not given),·,-3.2,1.8,-0.7,9.8,-9.4,-1.1,-5.2,4.1,1.1
COc1ncccc1-c1nnn(-c2ccc(Cl)nc2)n1,-5.0,-5.5,1.9,-1.3,4.3,3.5,8.9,-7.5,2.4,-1.0
COc1ccc(C(=O)NCc2nnc(SCC(=O)Nc3nc4ccccc4s3)o2)cc1,8.4,-4.6,7.7,6.5,-2.3,1.2,1.3,1.3,-2.9,22.6*
O=C(NCC(=O)N(c1ccccc1F)C(C(=O)NCC1CCCO1)c1ccccc1)c1ccco1 (stereo not given),2.7,1.2,-6.3,0.1,1.4,3.1,-2.6,3.6,0.6,-3.9
CN(C)c1ccc(NC(=O)c2cccc(C(=O)Nc3ccc(N(C)C)cc3)n2)cc1,44.1*,0.1,5.9,24.7,-3.9,-1.1,0.7,-3.1,11.2,6.2
Cc1ccc(S(=O)(=O)N(C)CC(=O)Nc2ccccc2N2CCCC2)cc1,8.6,1.0,0.0,-3.4,-4.8,-0.7,2.8,-1.6,8.4,1.5
COc1ccccc1NS(=O)(=O)c1cccc(C(=O)NNC(=O)C(C)NC(=O)c2ccco2)c1 (stereo not given),-4.2,1.9,2.6,-5.2,-0.5,-6.0,-1.8,7.2,-7.9,-5.8
O=C(c1ccncc1)N1CCN(S(=O)(=O)c2cccc(C(F)(F)F)c2)CC1,-2.6,-1.0,1.8,1.9,3.8,-6.5,-0.3,1.4,2.0,2.7
Cc1ccc(C(=O)COc2ccc3ccc(=O)oc3c2)cc1,-6.5,-0.6,-2.0,0.8,-0.9,-0.5,-1.2,-1.9,3.2,-1.5
O=C(Cc1cccs1)Nc1nc(-c2ccc(F)c(F)c2)cs1,-28.7,20.4,6.2,-18.4,0.3,-1.3,1.9,0.1,-5.1,0.3
Cc1cc(C(=O)COC(=O)C2=COCCO2)c(C)n1-c1ccccc1,-1.4,3.6,4.2,6.4,-8.1,8.1,-0.4,-1.6,-2.5,6.8
COc1ccc2c(c1)NC(c1ccc(N(C)C)cc1)c1cccn1-2 (stereo not given),6.0,1.9,9.6,12.6,0.9,-0.4,-6.0,-9.1,4.8,-1.0
CN(CCO)c1nc2c(c(=O)n(Cc3ccc(Cl)cc3)c(=O)n2C)n1C,3.3,6.7,-7.8,-3.3,-3.4,2.0,1.2,8.9,-0.6,-0.6
O=C(NCc1ccc(F)c(F)c1)C1Cc2c(-c3ccc4c(c3)OCO4)ccnc2O1 (stereo not given),·,-1.3,0.8,-5.9,3.1,-3.1,-0.8,-12.6,-1.1,-0.3
CCOc1ccc(CN2C(=O)c3ccccc3C2=O)cc1C(=O)N1CCC(C(N)=O)CC1,-3.4,-0.9,-9.0,4.4,0.8,-2.8,0.2,2.5,21.6*,-3.6
Cc1ccccc1N(CC(=O)NCCSCc1ccccc1)S(C)(=O)=O,-2.4,0.7,-5.7,-7.7,-5.2,6.3,2.6,-3.2,-5.1,7.3
C/C(=N\N1C(C)CCCC1C)c1ccccc1O (stereo not given),-1.4,-3.2,4.5,1.5,-1.7,-3.8,-0.5,1.2,1.2,-1.0
O=C(/C=C/c1ccc(F)cc1)N1CC[C@@]2(O)CCCC[C@H]2C1,-1.9,4.8,-6.4,-3.5,1.8,-3.9,-4.4,-2.1,2.1,-0.6
O=C(COC(=O)/C=C/c1ccccc1)NCc1ccco1,-0.1,0.9,4.9,10.7,3.4,-8.0,-2.3,9.6,3.5,-0.1
Cc1ccc(C(=O)Nc2ccc(N3CCN(C(=O)c4cccs4)CC3)cc2)c(Cl)c1,-1.8,1.8,-0.9,-0.8,3.6,0.3,-0.5,0.5,-4.5,-0.5
O=C(Nc1nccs1)c1c(O)c2c([nH]c1=O)CCCC2,1.7,2.1,-2.3,-2.2,1.0,4.1,1.9,1.2,-2.5,-4.3
CC1CCCCN1C(=O)C12CCC(C)(/C(=N/O)C1)C2(C)C (stereo not given),3.6,1.1,-7.2,-3.1,2.9,3.5,1.5,0.0,4.8,-2.2
COc1ccc(CCNC(=O)c2ccccc2C(=O)NCCc2ccc(OC)cc2)cc1,-12.3,1.8,-8.9,3.4,-10.0,3.7,1.1,3.3,2.2,3.6
CCCC(=O)Nc1nnc(SCC(=O)Nc2nc(C)cs2)s1,1.9,-0.1,1.1,5.8,7.9,0.5,-0.4,-3.4,-24.6,-2.0
Cc1nc(-c2nc(-c3c(C(=O)NNC(=O)Nc4cccc(Cl)c4)noc3C)cs2)cs1,·,-0.3,25.3,-18.6,3.8,-6.8,-4.3,-0.4,-3.5,0.7
COc1cccc(C(=O)C2CN(c3ccccc3)CC2c2ccc(Cl)cc2)c1 (stereo not given),-28.4,-2.6,2.8,-18.9,5.3,0.3,4.0,-4.2,1.6,1.1
Nc1nc(C(F)(F)F)cc(=O)[nH]1,5.5,-2.8,-1.1,-1.2,0.3,-0.2,0.2,-1.1,21.1*,-3.0
Cc1ccc(NC(=O)CSc2nccn2Cc2ccco2)c(C)c1,-1.4,-1.7,-2.5,4.5,-1.2,0.0,-2.8,2.4,-2.6,-0.8
Cn1ncc(Cl)c1C(=O)Nc1ccc(CN2CCCCC2)cc1,-4.2,0.5,-3.9,-3.8,-1.5,2.6,6.8,-1.6,-0.7,-2.0
CCN(CC)C(=O)C1CCCN(C/C=C/c2ccccc2)C1 (stereo not given),5.2,1.0,-2.0,-1.2,6.3,-0.5,6.0,7.8,1.7,0.0
Cc1ccccc1C(=O)/C=C1/SCC(=O)N1C,4.1,0.8,0.4,-1.4,3.2,-2.0,3.0,3.9,-2.2,-1.5
CC1(C)NC(=O)N(CCCOc2ccc3c(c2)CCC3)C1=O,3.8,-0.7,-4.9,-8.7,-2.9,3.4,-0.3,4.3,7.0,3.8
CC(=O)c1ccc(-c2cccc3nccn23)cc1,·,0.2,5.7,10.4,2.4,-2.9,-0.6,-5.0,-1.7,-1.3
Cc1csc2nc(CNC(=O)CCC(=O)O)cn12,-3.5,-1.6,1.6,-3.9,1.1,-0.9,-2.2,-3.1,-5.4,-9.0
COc1ccc(SCC(=O)Nc2ccc(N3CCN(C)CC3)c(F)c2)cc1,5.0,1.9,-6.1,2.2,0.2,1.9,1.4,1.3,1.8,2.1
Cc1cccc(/C(N)=N/OC(=O)c2cccs2)c1,-10.0,-0.4,-3.8,-2.1,1.7,0.7,2.4,1.1,-8.0,0.0
Cc1ccc(C2=Nc3c(ccc4ccccc34)C(c3ccncc3)=NN2)cc1,-21.2,-9.6,6.9,-7.2,6.2,-2.3,-0.1,2.3,8.3,-3.6
CCCCCCCCS(=O)C1CS(=O)(=O)CC1O (stereo not given),-0.1,1.6,3.0,0.4,1.2,1.6,0.1,1.1,-2.0,-6.5
Cc1ccc(S(=O)(=O)NCCC(=O)NCCc2ccc(S(N)(=O)=O)cc2)cc1C,10.9,-0.2,3.5,10.3,0.0,3.9,0.5,4.3,-1.1,-1.0
NS(=O)(=O)c1ccc(CCNCc2ccccc2OCc2ccc(F)cc2)cc1,-6.0,-22.2,7.6,0.8,0.5,0.0,-0.2,-17.4,-3.1,-2.1
Cc1cccn2cc(CCNC(=O)Cc3cccs3)nc12,1.1,-1.7,2.6,1.9,-3.8,1.3,2.7,0.4,-3.9,0.8
COc1ccc(N2CCOCC2)c(NC(=O)c2cccc3ccccc23)c1,-10.3,-5.8,-4.2,-5.5,-3.6,-0.6,0.3,0.3,-3.2,6.5
CCOC(=O)c1c(C2COc3ccccc3O2)csc1N (stereo not given),-4.8,1.4,1.7,-5.4,1.2,0.5,-2.6,-2.6,4.7,-2.8
CCOc1ccccc1-n1c(C)nc2cc(C(=O)O)ccc21,1.8,1.9,2.0,0.9,3.7,-1.0,1.1,0.5,8.8,-1.7
COc1ccc(CC(=O)NCCCSc2ccccc2)cc1OC,-2.4,1.7,-2.3,-0.3,4.6,-4.4,-2.0,5.8,0.3,-1.5
O=C1N[C@@H](c2ccccc2)COC(=O)[C@@H](Cc2ccc(F)cc2)C/C=C\C[C@@H]1CC(=O)N(CCO)Cc1ccccc1,-18.6,-3.8,-4.1,-1.4,6.8,-1.7,-2.0,-3.5,-24.4,-0.5
Cc1ccc(C(=O)Nc2ccccc2C(=O)N2CCOCC2)cc1[N+](=O)[O-],-3.9,1.9,-1.7,2.1,5.2,2.0,2.1,1.2,4.8,-1.1
COc1n[nH]c(C(=O)Nc2cc(Cl)ccc2Cl)c1[N+](=O)[O-],-7.2,0.4,6.1,-0.6,5.0,-2.7,-2.0,-6.8,-21.9,-0.1
CCN1CCN(c2cc(C)c3cc(NC(=S)N4CCOCC4)ccc3n2)CC1,5.2,-5.7,6.3,6.4,2.2,5.5,-1.5,-3.1,0.5,-3.7
CCOc1ccc(NC(=O)c2cc(OC)nc3ccccc23)cc1,-9.2,-1.2,-3.0,4.2,-5.7,3.8,-1.1,-6.6,0.9,0.6
CCN(CC)C(=O)C1=C(C)N(CCCOC)C(=O)C(CC(=O)NCc2cccc3ccccc23)C1 (stereo not given),5.9,1.2,-2.5,-1.7,-2.0,4.5,-1.1,-2.5,5.9,5.2
CCOC(=O)c1c(NC(=S)N2CCCCC2)sc2c1CCN(C(=O)OCC)C2,·,2.7,-0.7,6.4,-2.8,4.1,-0.3,3.6,-2.9,0.7
Clc1ccc(Nc2ccc3ccccc3n2)cc1,-7.4,5.7,7.4,4.1,4.8,-2.6,-0.2,-1.9,6.0,-3.4
CCCCOCC1CN(CCCC)S(=O)(=O)c2c(F)cccc2O1 (stereo not given),·,-1.7,0.0,0.5,-0.8,0.2,1.1,-1.0,-0.4,5.5
Cc1ccc(/C=C/C(=O)NCc2ccc(S(N)(=O)=O)cc2)o1,0.3,3.6,21.4,-1.0,-1.5,-4.3,1.4,-1.6,14.5,41.9*
COc1ccc2cc(C(=O)O)ccc2c1,12.7,2.0,2.1,5.2,0.8,0.7,-4.6,4.0,-1.0,0.8
Cc1ccc(NC(=O)Cn2nc(C(=O)O)c3ccccc3c2=O)c([N+](=O)[O-])c1,4.5,-1.6,7.6,2.9,-6.2,-0.7,-1.8,4.5,-3.9,-0.2
O=C(Cc1cccc(NC(=O)C2CCCN(C(=O)C3CCC3)C2)c1)Nc1ccc(C(=O)N2CCCCC2)cc1 (stereo not given),1.3,3.0,4.4,-0.2,-6.1,2.0,4.4,5.0,0.3,-2.8
Cc1cc(/C=C(\C#N)C(=O)Nc2ccccc2F)c(C)[nH]1,-13.0,2.5,5.6,-12.2,-11.6,-3.2,4.7,-0.3,-7.7,-7.4
c1ccc(-c2nnc(SCCC3OCCCO3)o2)cc1,-2.9,2.3,-6.3,1.8,-4.9,2.5,-2.5,-1.3,8.4,-0.1

# Some of these compounds in order of formula weight, smallest number first:
SMILES,HTRA1 inhibitor,GC-A act,rCAG binder,ABHD4 inh,TCR-CD3 inh,MBD2 inh,UHRF1 binding,NPR2 activator,SIAE primary,PRMT1 FP inh
Cc1cc(/C=C(\C#N)C(=O)Nc2ccccc2F)c(C)[nH]1,-13.0,2.5,5.6,-12.2,-11.6,-3.2,4.7,-0.3,-7.7,-7.4
CCOc1ccccc1-n1c(C)nc2cc(C(=O)O)ccc21,1.8,1.9,2.0,0.9,3.7,-1.0,1.1,0.5,8.8,-1.7
Cc1ccc(/C=C/C(=O)NCc2ccc(S(N)(=O)=O)cc2)o1,0.3,3.6,21.4,-1.0,-1.5,-4.3,1.4,-1.6,14.5,41.9*

# Source: PubChem
